PI4K2A block = PI4K2A (human) kinase inhibition. Q9BTU6. purified PI4K2A, ADP-Glo luminescence, 1 h; stronger effect = lower value. activity change, negative = inhibition, % at 76.9 µM. 0.13% of 420,000 active; in the data active = activity change below about -50%;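 note: -100% = wells without enzyme as full effect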
Target sequence (Q9BTU6 whole entry, looked up): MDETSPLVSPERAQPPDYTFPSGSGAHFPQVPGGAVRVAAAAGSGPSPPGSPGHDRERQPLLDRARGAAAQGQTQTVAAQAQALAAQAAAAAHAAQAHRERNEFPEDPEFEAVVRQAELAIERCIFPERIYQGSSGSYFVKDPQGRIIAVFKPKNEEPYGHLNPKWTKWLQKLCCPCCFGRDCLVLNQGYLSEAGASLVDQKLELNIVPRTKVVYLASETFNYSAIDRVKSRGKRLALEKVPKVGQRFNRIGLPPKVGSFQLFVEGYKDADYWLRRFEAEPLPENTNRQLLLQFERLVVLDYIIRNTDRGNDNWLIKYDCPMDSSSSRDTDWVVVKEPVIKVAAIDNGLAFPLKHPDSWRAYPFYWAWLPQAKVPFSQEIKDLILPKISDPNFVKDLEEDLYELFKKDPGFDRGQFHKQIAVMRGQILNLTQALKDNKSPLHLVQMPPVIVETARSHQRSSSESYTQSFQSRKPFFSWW
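PI4K2A activity was measured by ADP-Glo luminescence: enzyme (4 ug/mL stock) and phosphatidylinositol (1.2 mM stock) in Tris pH 7.5/MgCl2/EGTA/Triton X-100 buffer were reacted with ATP (300 microM stock) for one hour at ambient temperature.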
* hit, by the source's call. These rows are one share of the data. The share of hits here may be higher or lower than overall.

SMILES	PI4K2A block
O=C(NCc1ccccc1)C(c1ccccc1F)n1c(=O)c(-c2cc3ccccc3[nH]2)nc2ccccc21 (stereo not drawn)	-0.7
COC(=O)[C@@]12C[C@@H](CC(=O)NCc3ccccc3)C(=O)N(Cc3ccc4c(c3)OCO4)C1=CCC(C)(C)C2	4.7
COC(=O)C[C@@H]1CC[C@@H]2[C@@H](COc3ccc(NC(C)=O)cc3C(=O)N2C)O1	4.4
CSCCC(C(=O)NC1CCCC1)n1c(-c2ccncc2)nc2ccccc21 (stereo not drawn)	-0.9
O=C(C1CCCN1S(=O)(=O)c1ccc([N+](=O)[O-])cc1)N1CCc2ccccc2C1 (stereo not drawn)	-2.8
COc1ccccc1C(=O)NC1CCCCN(Cc2ccccc2C)C1=O (stereo not drawn)	1.4
CCCCCCCCN1C(=O)[C@@H](CC(=O)NCC23CC4CC(CC(C4)C2)C3)C[C@@]2(C(=O)OC)C1=C[C@H](C(C)C)O[C@@H]2C1CC1	-5.5
Cc1ccc(OCc2nnc(SCC(=O)c3ccc4ccccc4c3)n2-c2ccc(Cl)cc2)cc1	4.3
CCCN(CC1CC1)c1nc(C)nc2c1nnn2Cc1ccccc1	6.5
O=C(OC12CCCN(C1)/C(=C/c1cccnc1)C2)c1ccco1 (stereo not drawn)	-3.1
CC(C)(C)C1=Nn2c(nnc2-c2ccc(C(C)(C)C)cc2)SC1	2.2
COc1ccc2ccccc2c1-c1c(C(=O)c2ccc(Br)cc2)[nH]c(N)c1C(=O)NC1CCCCC1	3.7
Cn1cccc1C(=O)N1CCN(S(=O)(=O)c2ccc(Br)s2)CC1	-3.8
COC(=O)[C@]12C[C@H](CC(=O)NCc3cccc4ccccc34)C(=O)N(Cc3cccc4ccccc34)C1=C[C@H](C(C)C)O[C@@H]2C1CC1	4.0
O=C(CSc1nnc(COc2ccccc2)n1-c1ccc(Cl)cc1)Nc1ccc2c(c1)OCO2	2.6

Remaining list, next part
SMILES	PI4K2A block
O=S1(=O)c2ccc(Br)cc2OC[C@@H](Cc2ccccc2)N1Cc1cn(Cc2ccc(C(F)(F)F)cc2)nn1	-1.1
CC(=O)N1CCc2cc(Br)c(S(=O)(=O)NCc3ccc(Cl)cc3)cc21	1.0
COC(=O)[C@]12C[C@H](CC(=O)NCC34CC5CC(CC(C5)C3)C4)C(=O)N(Cc3ccco3)C1=C[C@H](C1CCCC1)O[C@@H]2C	6.1
CC(C)(C)NC(=O)C(C1CC1)n1c(=O)c(-c2cc3ccccc3[nH]2)nc2ccccc21 (stereo not drawn)	-2.9
CC(=O)c1cc(-c2ccc(Cl)c(C(F)(F)F)c2)c(=O)n2c1CCC2	-1.8
CN(C)c1ccc(-c2nn3c(-c4ccco4)nnc3s2)cc1	-0.7
CC1CC(C)CN(C(=O)C2CCN(c3cncnc3)CC2)C1 (stereo not drawn)	5.2
CCOC(=O)[C@]12CCCC=C1N(Cc1ccccc1)C(=O)[C@H](CC(=O)NCc1ccccc1)C2	-2.1
Cc1cccc(C)c1NC(=O)C1C(c2ccc3c(c2)OCO3)=Nc2ccccc2N1C(=O)c1cccc2ccccc12 (stereo not drawn)	-3.8
CN1CCN(C(=O)C[C@H]2CC[C@H]3[C@@H](COC[C@@H](O)CN3C(=O)C3CCCC3)O2)CC1	-2.9
Nn1c(SCC(=O)Nc2ccccc2-c2ccccc2)nnc1-c1cc(-c2ccc(Cl)cc2)n[nH]1	1.1
CC(=O)C1(C(=O)Nc2nccs2)CC(c2ccccc2C(F)(F)F)=NO1 (stereo not drawn)	-3.9
O=C(CN1CCN(c2nc(-c3ccccc3)cs2)CC1)Nc1ccc(F)cc1F	4.6
COc1ccc(CNC(=S)OC2CCC23CCC(c2ccccc2)CC3)cc1 (stereo not drawn)	-0.3
C#CCN1CC(N(C)CCOC(=O)c2ccc(F)cc2)CS1(=O)=O (stereo not drawn)	-3.5

Reprinted from above for reference:
SMILES	PI4K2A block
COc1ccc(CNC(=S)OC2CCC23CCC(c2ccccc2)CC3)cc1 (stereo not drawn)	-0.3
C#CCN1CC(N(C)CCOC(=O)c2ccc(F)cc2)CS1(=O)=O (stereo not drawn)	-3.5

(list continues)
SMILES	PI4K2A block
CCn1c2ccccc2c2cc(NC(=O)CSc3nnc(-c4ccccc4)n3Cc3ccco3)ccc21	-1.2
C[C@H]1CCC[C@@H](O)CC(=O)c2c(O)cc(O)cc2CC(=O)O1	-9.1
COC(=O)C[C@@H]1CC[C@H]2[C@@H](COc3ccc(NC(=O)c4ccc(C(F)(F)F)cc4)cc3C(=O)N2C)O1	-1.0
C=CCn1c(Cc2cccs2)nnc1SCC(=O)Nc1ccc(C)cc1	2.7
COc1ccc(C2=Nc3ccccc3N(C(=O)Cc3cc(OC)cc(OC)c3)C2C(=O)NC(C)(C)C)cc1 (stereo not drawn)	0.2
C[C@H]1[C@@H](O)CC[C@@]23CCCN2C(=O)CCC[C@@H]13	-0.2
N[C@H]1CC[C@@H]2SC[C@@H](C(=O)O)N2C1=O	-8.6
CCCCNC(=O)C(NC(=O)c1ccc(C(F)(F)F)cc1)C(=O)c1ccccc1 (stereo not drawn)	-2.9
CCOC(=O)c1ccc(NC(=O)CSc2nnc(-c3cc(-c4ccccc4)n[nH]3)n2N)cc1	2.0
COc1ccc(-c2noc(C3CCCN(C(=O)Nc4ccc(C)c(F)c4)C3)n2)cc1 (stereo not drawn)	4.0
CC(C)C(=O)OCCCN1C(=O)CCC12CCC(c1ccccc1)CC2 (stereo not drawn)	-1.8
CC(C)(C)OC(=O)n1ccc2ccc(-c3ccc4cc[nH]c4c3)cc21	3.1
COc1ccc2c(c1)CN1C(=O)N(CC(C)C)S(=O)(=O)CC21 (stereo not drawn)	5.0
COC(=O)[C@]12C[C@H](CC(=O)NCc3ccc(C)o3)C(=O)N(CCc3ccc(OC)c(OC)c3)C1=C[C@H](C(C)(C)C)O[C@@H]2C	-7.9
COC(=O)[C@]12C[C@H](CC(=O)NCCc3ccccc3OC)C(=O)N(CCc3ccc(OC)c(OC)c3)C1=C[C@H](C(C)C)O[C@@H]2C1CC1	1.1

Other entries:
SMILES	PI4K2A block
C=CCn1c(SCC(=O)OC(C)C)nnc1-c1ccc(C)cc1	-1.1
Nn1c(SCC(=O)Nc2ccc(S(=O)(=O)Nc3nccs3)cc2)nnc1-c1ccco1	2.1
COc1cccc(NC(=O)C2CCCN2C(=O)NCc2ccccc2OC)c1 (stereo not drawn)	5.4
COC(=O)c1cccc(Cn2ccc3ccc(-c4ccc5ccn(C(=O)c6ccccc6OC)c5c4)cc32)c1	-1.8
C=CCN(C(=O)[C@@H](C)[C@@H](O)c1ccc(Cl)cc1)c1ccccc1	-2.7
O=C(Nc1ccncc1)c1cc(-c2ccc(Cl)cc2)nc2ccccc12	-0.2
Cc1ccc(N2CCN(/N=C\c3cccnc3)CC2)cc1	-5.2
COC(=O)C[C@@H]1C=C[C@@H](NS(=O)(=O)c2ccccc2OC)[C@@H](CO)O1	5.7
COC(=O)[C@H]1C[C@@]2(N3CCCC3)c3ccccc3N[C@H]2N1S(C)(=O)=O	2.6
CCOC(=O)c1csc(NC(=O)C2CCCN(S(=O)(=O)c3ccccc3)C2)n1 (stereo not drawn)	2.2
C[C@@H]1[C@@H](c2ccccc2)OC(O)([C@H](Cc2ccccc2)NC(=O)OC(C)(C)C)CN1C (stereo partly drawn)	-5.0
CCC(C(=O)OCCN1CCOC(c2ccccc2)C1C)c1ccccc1 (stereo not drawn)	4.0
CC(=O)c1cc(-c2ccc(Cl)c(Cl)c2)c(=O)n2c1CCC2	1.8
O=C(CCn1nnc2ccccc21)N1CCN(c2ccc(F)cc2)CC1	-4.1
CSCCC(C(=O)Nc1c(C)cccc1C)n1c(-c2ccc(C(F)(F)F)cc2)nc2ccccc21 (stereo not drawn)	-13.8

(cont.)
SMILES	PI4K2A block
O=C(CN(CCc1ccccc1)S(=O)(=O)c1ccccc1)N1CCOCC1	-5.9
Cc1ccc(-c2nnc(SCC(=O)Nc3ccc(OCc4ccccc4)cc3)n2-c2ccc(Cl)cc2)cc1	-5.7
CCCCOCCCNC(=O)C[C@H]1C[C@@]2(C(=O)OC)C(=C[C@H](C(C)C)O[C@@H]2C2CC2)N(CCc2ccc(OC)c(OC)c2)C1=O	0.3
CCCCCCCCN1C(=O)[C@H](CC(=O)NCc2ccc(C)o2)C[C@@]2(C(=O)OCC)CCC=C12	-5.9
CCCCCn1nnnc1C1(C)CSCC(=O)N1Cc1ccco1 (stereo not drawn)	6.3
Cc1cc(Cl)ccc1OCC(=O)N/N=C/c1ccc[nH]1	2.6
COC(=O)[C@]12C[C@H](CC(=O)N3CCC(c4ccccc4)CC3)C(=O)N(Cc3ccco3)C1=C[C@H](C(C)(C)C)O[C@@H]2C	-8.4
Cc1c(C(=O)N/N=C/c2ccccc2Cl)[nH][nH]c1=O	1.5
COc1ccc(C2=Nc3ccccc3N(C(=O)c3ccc(C(F)(F)F)cc3)C2C(=O)NCc2ccccc2)cc1 (stereo not drawn)	-0.2
Cc1ccc(C=NNC(=O)CSc2nc3sc4c(c3c(=O)n2-c2ccccc2)CCCC4)s1	-2.3
CCCCNC(=O)C[C@@H]1C[C@]2(C(=O)OCC)CCC3=C2N(CCC3)C1=O	5.1
Cc1ccc(CN2CCCCC(NC(=O)c3ccc(-c4ccccc4)cc3)C2=O)cc1 (stereo not drawn)	-1.9
CCOc1ccc(-n2c(SCC(=O)Nc3ccc4c(c3)OCCO4)nnc2-c2ccncc2)cc1	-8.8
COc1cc(C(=O)NC2CCCCN(Cc3cccc(Cl)c3)C2=O)cc(OC)c1OC (stereo not drawn)	1.0
COCCCN1C(=O)[C@H](CC(=O)N2CCN(C(=O)C3CC3)CC2)[C@]2(C(=O)OC)CCCCC=C12	2.1

5 entries from above, sorted by the number in PI4K2A block, low to high:
| Molecule | PI4K2A block |
| --- | --- |
| COC(=O)[C@]12C[C@H](CC(=O)N3CCC(c4ccccc4)CC3)C(=O)N(Cc3ccco3)C1=C[C@H](C(C)(C)C)O[C@@H]2C | -8.4 |
| CCCCCCCCN1C(=O)[C@H](CC(=O)NCc2ccc(C)o2)C[C@@]2(C(=O)OCC)CCC=C12 | -5.9 |
| Cc1ccc(-c2nnc(SCC(=O)Nc3ccc(OCc4ccccc4)cc3)n2-c2ccc(Cl)cc2)cc1 | -5.7 |
| CCCCNC(=O)C[C@@H]1C[C@]2(C(=O)OCC)CCC3=C2N(CCC3)C1=O | 5.1 |
| CCCCCn1nnnc1C1(C)CSCC(=O)N1Cc1ccco1 (stereo not drawn) | 6.3 |

Continuation:
SMILES	PI4K2A block
CCOC(=O)[C@@]12CCCC=C1N(CCc1ccc(Cl)cc1)C(=O)[C@H]2CC(=O)N1CCN(C(=O)c2ccco2)CC1	1.8
COC(=O)C1=CN(c2ccc(Oc3ccccc3)cc2)C(N)=C(C#N)C1c1ccc(-c2ccccc2)cc1 (stereo not drawn)	2.0
CCCCCCCCN1C(=O)N2Cc3ccccc3C2CS1(=O)=O (stereo not drawn)	-4.9
COC(=O)C1CN(Cc2cn(Cc3ccc(C)cc3)nn2)CCS(=O)(=O)N1Cc1ccccc1 (stereo not drawn)	-11.6
O=C(N[C@H]1C[C@@H]2O[C@H](CO)CC[C@@H]2O[C@@H]1CCc1ccc(-c2cccnc2)cc1)c1cccc(F)c1	-4.8
O=C(COCc1ccccc1)NC1CCCCN(Cc2ccc(Cl)cc2)C1=O (stereo not drawn)	3.4
Cc1ccc(Cn2cc(CN3[C@@H](CC(C)C)COc4cccc(F)c4S3(=O)=O)nn2)cc1	-1.3
CC(C)(C)c1ccc(-c2nnc(SCC(=O)Nc3ccccc3-c3ccccc3)n2Cc2ccco2)cc1	-10.3
C=CCN1[C@H](CC(C)C)COc2cccc(F)c2S1(=O)=O	-3.3
COC(=O)C1=CN(c2cccc(OCc3ccccc3)c2)C(N)=C(C#N)C1c1ccccc1 (stereo not drawn)	5.1
CCC(C)N(C(C)CC)S(=O)(=O)c1ccc2[nH]c(=O)oc2c1 (stereo not drawn)	-2.8
O=C(CSc1nnc(-c2ccncc2)n1-c1ccccc1)Nc1cccc2ccccc12	-1.7
C=CCN1C(=O)[C@@H](CC(=O)NCc2ccc(OC)c(OC)c2)[C@]2(C(=O)OC)CCCCC=C12	3.2
CCN(CC)C(=O)CC[C@@H]1CC[C@]2(CCCN(S(=O)(=O)c3ccccc3)C2)O1	3.9
COc1ccc(N2CCN(CCNS(=O)(=O)c3ccc(C(C)(C)C)cc3)CC2)cc1	1.3

Additional results.
SMILES	PI4K2A block
CCCNC(=O)N1C[C@H](O)COC[C@H]2O[C@@H](CC(=O)N[C@@H]3CCN(Cc4ccccc4)C3)CC[C@@H]21	1.5
CCOC(=O)c1ccc(NC(=O)CSc2nnc(SCc3cccc4ccccc34)s2)cc1	-0.8
CC(C)N(Cc1cn(Cc2ccccc2)nn1)S(=O)(=O)c1ccccc1Br	-2.3
COc1ccc(C(=O)CSc2nnc(-c3n[nH]c4c3CCC4)n2N)cc1OC	-2.9
CCCCOCCCNC(=O)C[C@H]1C[C@@]2(C(=O)OC)C(=C[C@H](C(C)(C)C)O[C@@H]2C)N(Cc2cccc3ccccc23)C1=O	2.2
CC(=O)c1ccc([C@H](O)[C@H](C)C(=O)N(C)c2ccccc2)cc1	-1.0
CC(C)CCN(C)C1CCN(C(=O)Nc2ccccc2)CC1	-4.8
COC(=O)[C@]12C[C@H](CC(=O)N3CCC(c4ccccc4)CC3)C(=O)N(Cc3ccco3)C1=C[C@H](C(C)C)O[C@@H]2C1CC1	4.3
CCOc1ccc(CCNC(=O)c2cc3sccc3n2CC)cc1OC	-3.7
COC(=O)[C@]12CCCCC=C1N(CCc1ccc(OC)c(OC)c1)C(=O)[C@H](CC(=O)N1CCSCC1)C2	-9.8
O=S(=O)(Nc1ccc(C(O)(C(F)(F)F)C(F)(F)F)cc1)c1cccs1	2.1
CN(C)S(=O)(=O)c1cccc(C(=O)N/N=C\c2ccnc3ccccc23)c1	-6.9
C=CCn1c(SCc2ccc(C#N)cc2)nnc1-c1ccco1	-0.8
Cc1ccc(CN2C(=O)CSCC2(C)C(=O)NC(C)C)cc1 (stereo not drawn)	-3.2
